Yfh1-depleted yeast = enhancers of respiration in Yfh1-depleted yeast, dose response, Friedreich's ataxia, plus single-dose screen (AID 1465) | 0.074% of 220,000 active | fold induction at 50 µM, or EC50 in µM where a hit was titrated | S. cerevisiae Yfh1-off respiration, WST-1 reduction, 72 h; higher fold induction means a stronger effect;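 active = fold induction of absorbance versus untreated yeast above a set limit, then at least 30% activation at any dose in follow-up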;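 also: activators that raise dye reduction in frataxin-depleted yeast; strong numbers were not always called active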
CSM14.1 death rescue = protection against thapsigargin-triggered cell killing – 384-well, CSM14.1, ATP luminescence, primary screen (AID 1222). CSM14.1 thapsigargin-induced death rescue, ATP luminescence; higher % means a stronger effect. cellular ATP content (survival), % at 20 µM, or EC50 in µM where a hit was titrated. 190,000 tested, under 10 active;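 active = EC50 below 50 µM in the dose-response confirmation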;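 also: death triggered by thapsigargin at about 15 µM added after 2 h compound pretreatment; cell ATP read after overnight thapsigargin exposure of roughly 18 to 22 hours; normalized against plate controls of thapsigargin alone and 5% DMSO vehicle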
GPR55 activation = GPR55 agonists via beta-arrestin recruitment, primary screen, imaging, U2OS cells, beta-arrestin-GFP redistribution (AID 1961) | U2OS GPR55 beta-arrestin-GFP redistribution imaging; higher % means a stronger effect | activation, % at 10 µM, or EC50 in µM where a hit was titrated | 0.048% of 290,000 active;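 active = activation above 40% with more than 50 cells counted in the well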;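 also: U2OS osteosarcoma cells stably expressing GPR55 and beta-arrestin-GFP; plate controls were DMSO negative control for no effect and LPI positive control for full effect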
KOR beta-arrestin-1 = kappa opioid receptor activators – cell-based, luminescence, uHTS, primary screen (AID 1777); 0.02% of 280,000 active; KOR beta-arrestin recruitment, luminescence; higher % means a stronger effect; activation, % at 10 µM, or EC50 in µM where a hit was titrated; in the data active = activation above about 50%, passing the limit was not always enough; also: a part of the inactive calls stands beside numbers as strong as those of hits
HEK293 NOD2/NF-kB = NOD2 signaling inhibitors, cell-based, luminescence, uHTS, HEK293 (AID 1566); HEK293 NOD2/NF-kB luciferase reporter, luminescence; higher % means a stronger effect; 0.63% of 290,000 active; one-dose inhibition, % at 4 µM; EC50 in µM for titrated hits; also: many of its hits are not listed in these tables
NOD1 inhibition = NOD1 signaling inhibitors, primary screen, cell-based, luminescence, uHTS (AID 1578); NOD1-driven NF-kB luciferase reporter cells, luminescence; higher % means a stronger effect; one-dose inhibition, % at 4 µM; EC50 in µM for titrated hits; 1% of 290,000 active; in the data active = inhibition mostly above about 36%, no sharp cut-off; inactive = mostly below about 34%;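 also: HEK-293T reporter cells stimulated with the NOD1 agonist gamma-tri-DAP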
NTR1 ag = NTR1-driven beta-arrestin-GFP spot formation – imaging, U2OS cells, high content, primary screen (AID 493036). activation, % at 20 µM. P30989. agonist mode. 0.17% of 330,000 active;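 active = activation at or above 40% of the spot to cytoplasm intensity ratio, with at least 20 cells analyzed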;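 also: 0% = DMSO without peptide and 100% = 100 nM NTR1 peptide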
Target sequence (P30989 whole entry, looked up): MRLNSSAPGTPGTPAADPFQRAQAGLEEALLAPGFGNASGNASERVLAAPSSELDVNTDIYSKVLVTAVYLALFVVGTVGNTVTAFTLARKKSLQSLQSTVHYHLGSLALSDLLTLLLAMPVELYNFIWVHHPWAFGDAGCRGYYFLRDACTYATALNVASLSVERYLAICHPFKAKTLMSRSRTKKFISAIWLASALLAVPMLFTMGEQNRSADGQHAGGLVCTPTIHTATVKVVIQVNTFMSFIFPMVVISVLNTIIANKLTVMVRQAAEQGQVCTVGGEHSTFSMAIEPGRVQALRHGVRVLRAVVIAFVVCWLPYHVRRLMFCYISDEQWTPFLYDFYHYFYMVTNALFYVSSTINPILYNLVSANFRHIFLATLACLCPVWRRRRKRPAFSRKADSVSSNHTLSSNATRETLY
TNAP activators = stimulation of alkaline phosphatase TNAP activity – biochemical, luminescent, no phosphate acceptor, uHTS, primary screen (AID 1001) | purified TNAP, luminescent activation assay, no phosphate acceptor; higher activation fold means a stronger effect | activation fold at 20 µM, or EC50 in µM where a hit was titrated | 0.03% of 200,000 active; in the data active = activation fold from about 3, or a potency from the dose series; inactive = the rest, 99 in 100 with activation fold below about 1.6; also: many of its hits are not listed in these tables
KOR beta-arrestin-2 = kappa opioid receptor blockers – cell-based, luminescence, uHTS (AID 1778); KOR beta-arrestin recruitment, luminescence, antagonist mode; higher % means a stronger effect; inhibition, % at 10 µM, or IC50 in µM where a hit was titrated; 0.091% of 290,000 active; also: strong numbers were not always called active
NTR1 ag cell count 20 µM = also measured in NTR1 ag; calls as there; cell count; measured here: cell count, cytotoxicity flag
The depositor's hits bear a star; i = inactive; . = not tested or not shown; [ ] = another dose, or the depositor's remark. Rule as the data show it, unless noted: active = inhibition above about 50%; inactive = the rest. A portion of the library; the hit share may differ from the screen's.

Order of results – Yfh1-depleted yeast	CSM14.1 death rescue	GPR55 activation	KOR beta-arrestin-1	HEK293 NOD2/NF-kB	NOD1 inhibition	NTR1 ag	NTR1 ag cell count 20 µM	TNAP activators	KOR beta-arrestin-2
#1 CCCc1cc(C(=O)NNC(=S)NCc2ccccc2)cs1
  i	-2.2%	-0.2%	2.1%	13%	5%	2.5	50	1	5%
#2 O=C(C1CCCCC1)N1CCCc2ccccc21
  i	0.6%	0.2%	-2.9%	13%	-10%	-0.5	56	1.2	7%
#3 COc1ccc(CC(=O)O/N=C(\N)Cc2ccc([N+](=O)[O-])cc2)cc1
  i	.	0.3%	-1.1%	4%	1%	2.1	57	.	-3%
#4 CCOc1ccc(OCCOc2ccc(/C=C/C(=O)O)cc2OCC)cc1
  .	.	0.3%	-2.9%	34%	-25%	1.7	47	.	-35%
#5 Cn1c(=O)c(=O)n(C)c2cc(N3CCCCC3)c(NS(=O)(=O)c3ccc(Br)cc3)cc21
  .	.	-0.1%	-3.6%	24%	20%	0.4	44	.	11%
#6 COc1ccc(C(=O)N/N=C/c2ccc3cccc(O)c3n2)cc1
  i	-3.8%	-0.7%	1.1%	18%	16%	-0.1	91	2.1	15%
#7 Cc1ccc(S(=O)(=O)NC(=NC2CCCCC2)c2ccc(Cl)cc2)cc1
  .	.	0.1%	0.5%	-13%	-35%	1.7	41	.	24%
#8 COC(=O)COc1ccc(C2Nc3c(Cl)ccc(C(=O)O)c3C3C=CCC32)cc1 (configuration not stated)
  i	1.5%	0.2%	-2.4%	-14%	-10%	0.5	37	1	-16%
#9 COc1ccc(/C=C(/C#N)S(=O)(=O)c2ccc(C)cc2)cc1
  i	-0.9%	-0.2%	-5.9%	7%	-5%	2.0	90	1.2	0%
#10 C/C(=N\Nc1ccc(S(N)(=O)=O)cc1[N+](=O)[O-])c1ccc2c(c1)OCO2
  i	2.6%	-0.1%	-2.7%	22%	-24%	.	.	0.8	-11%[20 µM]
#11 Cc1ccccc1N(CC(=O)Nc1ccc(S(=O)(=O)N2CCOCC2)cc1)S(C)(=O)=O
  i	-0.3%	0.2%	-4.7%	12%	1%	2.0	43	1.1	-8%
#12 COc1ccc(CCNC(=O)CN2CCN(Cc3ccccc3F)C2=O)cc1OC
  i	.	-0.2%	0.5%	-2%	-6%	-0.4	57	.	13%
#13 Cc1ccc(C(=O)Nc2nnc(-c3ccco3)o2)cc1
  i	-3.6%	-0.3%	2.1%	-30%	-21%	-2.6	51	1.2	15%
#14 O=C(Nc1ccccc1Cl)c1ccccc1Cc1ccccc1
  i	0.9%	0.0%	3.0%	3%	-20%	-1.3	45	1.1	-33%
#15 CCCc1cc(C(=O)Nc2cccc(C(C)=O)c2)no1
  i	0.5%	-0.2%	2.4%	-54%	-52%	1.9	88	1.1	12%
#16 CCOC(=O)COc1ccc2c(c1)C(=O)CC1(CCCCC1)O2
  i	-1.5%	-0.1%	-11%	15%	8%	0.3	69	1.2	-18%
#17 CCOC(=O)/C(C#N)=C/c1cn(CCC(=O)O)nc1-c1ccc(Cl)cc1
  i	1.3%	-0.1%	-2.3%	12%	-9%	-0.2	57	1	22%
#18 O=C(CC1SC(=O)N(Cc2ccc(Cl)cc2)C1=O)Nc1nccs1 (configuration not stated)
  i	-1.2%	-0.1%	-0.5%	-2%	-36%	4.0	63	1	4%
#19 CCOc1cc(Br)c(C(=O)O)cc1OC
  i	-1.3%	0.5%	1.6%	0%	-10%	-1.5	41	1.2	5%
#20 O=C(Nc1ccccc1)C(=O)c1c[nH]c2ccccc12
  .	.	0.4%	-2.8%	-155%	-74%	0.0	67	.	-17%
#21 CC(C)(C)OC(=O)NCCCC[C@H](NC(=O)c1nc[nH]c1C(=O)N1CCc2ccccc2C1)C(=O)OC(C)(C)C
  i	.	-0.1%	6.6%	17%	4%	4.4	75	.	6%
#22 CC(C)CCNC(=O)Cc1csc(-c2ccccc2)n1
  i	0.5%	-0.3%	-4.6%	-3%	-14%	0.8	63	1.1	9%
#23 O=C(Nc1nccs1)c1sc2ccccc2c1Cl
  i	-4.5%	0.0%	-3.1%	-133%	-33%	-0.5	39	1	-49%
#24 CCOC(=O)c1cccc(NC(=O)N2CCOCC2)c1
  i	-0.5%	0.1%	-6.6%	6%	-18%	-0.2	67	1.1	3%[20 µM]
#25 CC(=O)Oc1ccc(C(=O)Nc2cccnc2)cc1
  .	.	0.6%	4.5%	-4%	-10%	1.6	25	.	-6%
#26 COCCNC(=O)CN1C(=O)NC(c2ccccc2)(c2ccccc2)C1=O
  .	.	-0.1%	3.2%	-14%	-32%	-1.1	41	.	-8%
#27 O=C(c1ccccc1C(=O)N1CCN(c2ccccc2)CC1)N1CCN(c2ccccc2)CC1
  i	0.5%	0.3%	-3.4%	-7%	-14%	-2.1	69	1	7%
#28 O=C(O)c1ccccc1NS(=O)(=O)c1ccc2c(c1)OCCO2
  i	-0.3%	-0.1%	-2.6%	4%	-33%	-0.9	59	1	1%[20 µM]
#29 Cc1ccc(Cl)c(OCC(=O)NCc2ccco2)c1
  i	-3.3%	0.2%	2.9%	-24%	-24%	0.0	58	1.1	7%
#30 Cn1c(=O)c(-c2ccccc2N)nc2ccccc21
  i	.	-0.1%	-0.6%	9%	-21%	-0.3	78	1	-5%
#31 COc1ccc(C(=O)O)cc1S(=O)(=O)Nc1ccccc1Cc1ccccc1
  .	.	0.2%	-3.3%	1%	-17%	-0.2	57	.	-35%
#32 CCN(CC(=O)NCc1ccc(F)cc1)C(=O)/C=C/c1ccc(OC)cc1
  .	.	0.2%	-0.8%	14%	-26%	-1.0	50	.	-46%
#33 Cc1ccc(C)c(N2CCN(C(=O)CCNC(=O)Cn3ccc4ccccc4c3=O)CC2)c1
  i	-1.9%	0.0%	-1.8%	24%	33%	-2.2	78	1.1	18%
#34 COc1ccc(Nc2oc(-c3ccccc3F)nc2C#N)cc1
  i	.	-0.2%	0.5%	-12%	-16%	0.5	36	.	-1%
#35 CC(=O)N1CCN(Cc2nc3cc(NC(=O)COc4ccccc4)ccc3n2C)CC1
  i	-6.7%	-0.6%	8.5%	11%	-6%	-0.2	51	1.1	8%
#36 O=C1C2(c3ccccc3)CN(CCO)CC1(c1ccccc1)CN(CCO)C2
  i	-0.1%	-0.1%	8.0%	-13%	-12%	-0.4	45	1.1	-46%
#37 CN(Cc1ccccc1)S(=O)(=O)c1ccc(OCC(=O)Nc2cccc([N+](=O)[O-])c2)cc1
  i	0.1%	0.5%	5.8%	-22%	11%	2.4	59	0.9	14%
#38 Cc1cc(NC(C)c2ccccc2)n2ncc(-c3ccccc3)c2n1 (configuration not stated)
  .	.	-0.1%	-2.0%	-134%	-22%	7.1	69	.	-2%
#39 CC1(CCc2ccccc2)NC(=O)N(CC(=O)Nc2ccc(S(N)(=O)=O)cc2)C1=O (configuration not stated)
  i	-0.5%	-0.3%	-0.3%	17%	-29%	1.5	35	1	4%
#40 Cc1onc(-c2ccccc2)c1C(=O)N1CCCC(C(F)(F)F)C1 (configuration not stated)
  .	.	-0.1%	-0.1%	8%	13%	-0.3	57	.	-1%
#41 CC(=O)Nc1ccc(S(=O)(=O)N2CCCC2)cc1
  .	.	-0.4%	-2.7%	17%	-6%	-0.7	44	.	-20%[20 µM]
#42 CCCNc1nc2c(c(=O)n(C)c(=O)n2C)n1CCCc1ccccc1
  .	.	-0.1%	-0.7%	16%	15%	1.6	56	.	-14%[20 µM]
#43 COc1cccc(CN2CCSCC2)c1
  i	-0.9%	0.0%	0.3%	-8%	-7%	-0.9	44	1.1	-5%
#44 COc1cc(NC(=O)CN(C)S(=O)(=O)c2ccc3c(c2)CC(C)N3C(C)=O)cc(OC)c1OC (configuration not stated)
  .	.	-0.1%	-2.2%	-2%	-43%	-0.7	46	.	11%
#45 Cc1ccc(-c2nnn(CC(=O)Nc3ccccc3-c3ccccc3)n2)c(-n2cnnn2)c1
  i	0.3%	0.2%	-8.5%	8%	6%	.	.	1.1	41%
#46 CCc1cccc(Nc2cnn(C34C[C@@H]5C[C@@H](CC(CC(=O)O)(C5)C3)C4)c(=O)c2Cl)c1
  i	-0.1%	-0.4%	-4.3%	6%	-16%	-0.8	40	1	10%
#47 O=C1C(Oc2ccccc2)C(c2ccc3c(c2)OCO3)N1CCc1ccc(F)cc1 (configuration not stated)
  i	-1.2%	-0.6%	52%	-24%	16%	6.3	73	1	64%*
#48 COc1ccc(C(=O)NCCNC(C)=O)cc1S(=O)(=O)NCc1ccc(Cl)cc1
  i	-0.1%	-0.1%	0.9%	1%	-3%	-2.7	62	1.1	-7%
#49 Cc1c(C)c2c(OCC(=O)O)cc3c(c2oc1=O)CCC(C)(C)O3
  .	.	-0.1%	-2.1%	-10%	-14%	0.1	86	.	1%
#50 COc1cc(C)nc(NC(=O)NC(=O)c2ccc(C(F)(F)F)cc2)n1
  .	.	-0.2%	0.7%	0%	48%	1.4	59	.	-33%
#51 CCCn1ncc(CN2CCC(Oc3ccc(C(=O)N4CCCC4)cc3)CC2)c1C
  .	.	0.3%	1.2%	-38%	3%	1.2	47	.	-22%
#52 COc1cccc(/C=N/NC(N)=S)c1OS(=O)(=O)c1ccccc1
  i	4.7%	0.4%	-7.5%	-4%	-24%	-0.4	79	1.1	-58%
#53 CC1CCN(C(=O)CSc2nnc(N)s2)CC1
  .	.	-0.1%	-1.1%	6%	-17%	-0.9	62	.	1%
#54 O=C(NCCCn1ccnc1)C(=O)c1c[nH]c2ccccc12
  i	-0.2%	0.0%	-2.4%	-6%	-46%	-1.3	55	1	8%
#55 CC(=O)NC(Cc1c[nH]c2ccccc12)C(=O)NCCc1ccccn1 (configuration not stated)
  .	.	-0.1%	2.3%	-5%	-22%	1.1	45	.	-43%
#56 CC(=O)C1=C(C)NC(=S)NC1c1cccc([N+](=O)[O-])c1 (configuration not stated)
  i	1.7%	-0.8%	-3.0%	7%	-47%	-0.1	43	1.1	1%

Bioassay records as filed in PubChem.
